# Source: PubChem BioAssay
# PfG6PD inh = PfG6PD (Plasmodium falciparum) enzyme inhibition; inhibition, % at 20 µM; PfGluPho enzyme, NADPH resazurin-diaphorase fluorescence; 350,000 compounds, 0.78% hits;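 active means inhibition reaching at least a set limit at 20 µM in the primary screen, cut at about 59% in these data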;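 further: 0% = DMSO wells with substrate and 100% = DMSO wells lacking glucose-6-phosphate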
# ATG4B inh = ATG4B (human) cysteine protease inhibition; Q9Y4P1; ATG4B cleavage of LC3-PLA2, NBD-HPC fluorescence, 1 h; inhibition, % at 8.33 µM; 340,000 compounds, 0.51% hits; AID 504462; in the data active means inhibition above about 40%
# Target sequence (Q9Y4P1 whole entry, looked up): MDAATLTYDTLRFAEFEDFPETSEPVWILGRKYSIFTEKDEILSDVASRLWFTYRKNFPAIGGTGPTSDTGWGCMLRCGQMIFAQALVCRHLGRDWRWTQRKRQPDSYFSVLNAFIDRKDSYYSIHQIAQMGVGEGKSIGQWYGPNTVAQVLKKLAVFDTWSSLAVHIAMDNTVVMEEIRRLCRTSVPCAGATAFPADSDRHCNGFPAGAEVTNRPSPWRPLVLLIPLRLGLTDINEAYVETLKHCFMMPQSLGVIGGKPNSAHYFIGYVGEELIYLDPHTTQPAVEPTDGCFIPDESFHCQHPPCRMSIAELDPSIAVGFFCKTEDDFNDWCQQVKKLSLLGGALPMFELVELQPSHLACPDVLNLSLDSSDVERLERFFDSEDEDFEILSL
# HKDC1 inh = blocks human hexokinase HKDC1 activity; Q2TB90; recombinant HKDC1, G6PDH/diaphorase resazurin coupled fluorescence; inhibition, % at 20 µM; 340,000 compounds, 0.16% hits;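 active means inhibition above about 35% when tested at 20 µM, limit read from the data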;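 further: plate controls were DMSO wells with enzyme for no effect and DMSO wells lacking enzyme for full effect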
#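 Test system: HK5 enzyme. Quantity: 5 µg/mL HK5 final. Reagent: glucose and ATP substrates. Schedule: 90 min reaction incubation at room temperature, dark. Technique: resazurin-to-resorufin fluorescence via G6PDH and diaphorase coupling, 525/613 nm. Control set: DMSO wells with and without enzyme mix.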
# * = called active by the depositor.
compound	PfG6PD inh	ATG4B inh	HKDC1 inh
CN1C[C@@H]2[C@@H]3C(=O)N(Cc4ccccc4)C(=O)[C@@H]3[C@](C)(C1=O)N2C(=O)c1ccccc1	4.9	-5.2	-0.2
O=c1nc2s/c(=C\c3ccc(-c4ccccc4[N+](=O)[O-])o3)c(=O)n2nc1-c1ccccc1	22.9	-1.8	16.6
Cn1cc(C(=O)C(=O)N2CCCCC2)c2ccccc21	4.7	-7.4	1.2
OCC(O)C(O)C(O)c1cnn(-c2ccccc2)n1 (stereo not given)	0.4	-7.9	-3.5
O=C(CSc1nc(O)cc(=O)n1-c1ccccc1)N1CCCCC1	9.8	-2.7	-8.9
COC(=O)c1ccc(COc2ccc3c(C)c(C)c(=O)oc3c2C)o1	-17.7	3.2	4.9
CC1=CC2=NC(=O)C(c3ccccc3)C(=O)N2C=C1 (stereo not given)	-3.3	-8.9	0.6
CC(C)(C)S(=O)N1Cc2ccc(CO)cc2[C@H]1CCO (stereo not given in full)	12.9	-2.6	-0.3
O=C1C(=O)N(c2ccccc2)C(c2ccccc2)C1c1ccccc1 (stereo not given)	2.1	1.0	5.3
CCN(C(=O)CSc1nc2ccc([N+](=O)[O-])cc2s1)c1c(N)n(Cc2ccccc2)c(=O)[nH]c1=O	16.6	-1.1	-0.4
COc1ccc2cc(C(=O)NC3CCCCC3)c(=O)oc2c1	-1.2	0.6	2.7
O=C(c1ccc(NC(=S)Nc2ccc(Cl)c(Cl)c2)cc1)N1CCCC1	8.7	19.0	0.9
CN(C(=O)c1cccc(NC(=O)Cc2ccc(NC(=O)C3CCN(C(=O)C4CC4)CC3)cc2)c1)C1CC1	-7.3	-0.3	-7.2
Nc1nccc(SCc2ccccc2)n1	12.4	-3.7	-4.0
CN(Cc1ccc([N+](=O)[O-])cc1)c1ccccc1	21.6	0.3	1.4
COc1cc2cncc(Cc3ccccc3)c2cc1O	23.7	-4.1	4.2
O=C1CC2(CCCCC2)CC(=O)N1CCc1ccccc1	13.1	4.9	-4.4
Nc1n[nH]c(=S)n1/N=C1/C(=O)Nc2ccccc21	73.2*	0.6	-6.0
CN(C(=O)c1cccc(NC(=O)Cc2ccc(NC(=O)C3CCCN(S(=O)(=O)c4cccc([N+](=O)[O-])c4)C3)cc2)c1)C1CCCC1 (stereo not given)	3.0	-9.9	1.4
O=C(Cn1cc(COc2c(Br)cc(F)cc2Br)nn1)c1ccc(O)cc1	8.8	1.2	22.7

# (listing goes on)
compound	PfG6PD inh	ATG4B inh	HKDC1 inh
CC(=O)N1CCCC1C(=O)O (stereo not given)	-8.6	-4.4	-0.6
O=C(COc1cccc(Cl)c1)Nc1nc(-c2ccc(S(=O)(=O)N3CCOCC3)cc2)cs1	1.1	-22.8	2.8
CCn1c(=NC(=O)CN2C(=O)CCC2=O)sc2c(C)cc(C)cc21	17.4	-2.1	-4.5
Cc1ccc(C(=O)N2[C@@H]3CN(C)C(=O)[C@@]2(Cc2ccccc2)[C@H]2C(=O)N(C)C(=O)[C@@H]32)cc1	-0.7	-13.8	0.3
Cc1ccc(S(=O)(=O)CS(=O)(=O)c2ccc(C)cc2)cc1	5.0	5.5	-4.2
O=[N+]([O-])c1ccc(NN=Cc2ccc3c(c2)OCO3)nc1	9.9	-3.9	-8.1
COc1ccc2c(c1)C(C)=CC(C)(C)N2S(=O)(=O)c1ccc(Br)cc1	-16.7	6.1	14.3
COc1cccc2c1C1COC3C4CC(C(=O)O)C(C(C2)N13)N4C (stereo not given)	20.3	6.6	-6.3
COc1ccc(CCNS(=O)(=O)c2ccc(Br)s2)cc1	16.9	-5.6	2.6
Cc1ccc(C(=O)n2c(-c3ccccc3)cnc2SCC(=O)Nc2ccccc2)cc1	10.3	4.1	11.2
COc1ccc(/C=C2/CSC/C(=C/c3ccc(OC)c(OC)c3)C2=O)cc1OC	5.6	-1.0	14.2
CCOC(=O)c1c(NC(=O)C(C)Sc2cccc[n+]2[O-])sc2c1CCN(Cc1ccccc1)C2 (stereo not given)	14.5	-10.5	-14.8
CC(=O)N1CCN(S(=O)(=O)c2cccc(C(=O)OCC(=O)Nc3c(Cl)cccc3C(F)(F)F)c2)CC1	-10.3	-14.4	-1.3
O=[N+]([O-])c1ccc(CS(=O)Cc2ccccc2)cc1 (stereo not given)	10.9	2.5	-2.8
COc1cc(/C=C2\SC(c3ccccc3)=NC2=O)cc(Cl)c1O	61.2*	-3.0	49.4*
CCOc1cc(/C=N/Nc2ccccc2Cl)ccc1OCC(=O)O	-0.9	4.2	-6.0
CC(C)(C)CC(C)(C)c1ccc(O)c(Cc2ccc(Cl)cc2Cl)c1	36.5	0.1	0.0
Cc1cc(C)c(C=NNc2nc3c([nH]2)c(=O)n(C)c(=O)n3C)c(C)c1	0.8	3.0	-5.2
CCOc1ccc(S(=O)(=O)N2CCN(C3CC(=O)N(c4cccc(C(C)=O)c4)C3=O)CC2)cc1 (stereo not given)	3.1	-15.7	-1.6
c1ccc(-c2nn(-c3ccccc3)[n+](-c3ccccc3)n2)cc1	12.6	-4.6	-8.4

# Further records follow.
compound	PfG6PD inh	ATG4B inh	HKDC1 inh
O=C(O)c1cccc2cccc(-c3c4ccc(=O)c(O)c-4oc4c(O)c(O)ccc34)c12	50.7	37.5	69.5*
CCCn1c(C(C)NC(=O)c2ccccc2)nc2ccccc21 (stereo not given)	0.2	-14.4	-8.2
O=S(=O)(Nc1nc2ccccc2nc1N1CCN(c2ccccn2)CC1)c1ccc(Cl)cc1	-75.4	14.2	15.1
Cc1onc(-c2c(F)cccc2Cl)c1C(=O)Nc1cccc(S(=O)(=O)N2CCCCC2)c1	12.1	-11.3	-1.2
C1CN(CC2COC(CN3CCOCC3)CO2)CCO1 (stereo not given)	-12.0	1.5	-5.5
COC(=O)[C@H](NCc1ccc(OC)c(B(O)O)c1)C(C)C	-4.5	-3.6	-6.5
COc1cc2c(cc1OC)C1CCN3C(=O)CCC3N1CC2 (stereo not given)	25.8	4.3	0.4
Cc1cc(C)c(C(=O)c2cccs2)c(C)c1	-10.9	-2.8	1.8
COc1ccc(NC(=O)/C(N=Nc2cccc(S(=O)(=O)Nc3ccc(SC(F)F)cc3)c2)=C(\C)O)cc1	-1.3	1.7	-1.3
Cc1[nH]c2ccccc2c1C(=O)CCl	11.6	-0.2	12.0
Cc1cccc(C(=O)NC(C(=O)Nc2ccc(S(=O)(=O)Nc3nccs3)cc2)C(C)C)c1 (stereo not given)	-10.2	-8.6	-4.4
CC(C)(C)C(=O)N1CCC2CC1c1cc(Cl)ccc12 (stereo not given)	11.2	1.2	-0.8
O=C(O)c1ccc(CN2C(=O)c3cccc4c([N+](=O)[O-])ccc(c34)C2=O)cc1	17.5	1.8	14.8
ClC(Cl)(c1nnnn1-c1ccccc1)c1nnnn1-c1ccccc1	88.1*	-32.8	7.8
O=C(NCC1CC1)Nc1ccccc1	-19.6	0.2	2.4
CCN(CC)CCCOc1nc(C)nc2c1oc1ccccc12	-6.4	-10.1	-4.7
CN(C(=O)CSc1nncn1C)C1CCCN(Cc2ccccc2F)C1 (stereo not given)	12.5	17.6	-1.9
O=C1CC(c2ccccc2)=C(c2ccccc2)C1	-8.9	-0.1	-6.3
O=C(O)Cc1cc(=O)[nH]n(-c2ccccc2)c1=O	-13.0	3.5	-3.1
COc1ccc(-c2nn(-c3ccccc3)cc2/C=N/NC(N)=S)cc1OC	9.3	-5.0	12.1

# Later entries.
compound	PfG6PD inh	ATG4B inh	HKDC1 inh
Fc1cccc(F)c1[B-](F)(F)F	-12.1	5.0	0.3
COC(=O)c1ccc(N2CCOCC2)c(NC(=O)c2cc3ccccc3o2)c1	4.5	6.6	-4.5
O=C(NCc1ccccc1)c1ccc(NC(=O)C2CCCCC2)cc1	1.9	-3.0	-5.9
O=C(NN=Cc1ccccc1O)c1cccc([N+](=O)[O-])c1	-24.5	-1.8	-5.1
CCN1C(=O)CCN(C2CCCC2)c2nc(Nc3ccc(C(=O)NC4CCN(C)CC4)cc3OC)ncc21	1.1	7.1	4.2
O=C(O)CCN(Cc1ccccc1)S(=O)(=O)c1ccccc1Cl	5.2	-13.9	-4.0
O=C(C=Cc1ccccc1)CC(c1ccccc1)N1CCOCC1 (stereo not given)	37.7	0.2	28.0
CN(c1ccccc1)c1ncnc2c1ncn2C	-0.7	-9.0	-2.4
Cn1cnc([N+](=O)[O-])c1Sc1nnc(-c2cccnc2)n1C	-15.3	-0.7	1.2
CCOC(=O)c1c(C)[nH]c(-c2csc(N)n2)c1C	8.9	-10.8	-10.6
O=C1NC(=O)N(c2ccc(Cl)cc2)C(=O)/C1=C/c1ccc2c(c1)CCN2Cc1ccccc1Cl	-5.4	3.5	-7.5
O=Nc1c(O)[nH]c2ccc(Cl)c(Cl)c12	0.2	-7.4	17.3
CC(C)N1CCN(Cc2cccs2)CC1CCO (stereo not given)	4.5	0.1	-3.0
Nc1ccc(C(=O)Nc2ccc3c(O)cc(S(=O)(=O)O)cc3c2)cc1	12.0	-2.5	4.0
CCOC(=O)c1sc(NC(=O)c2cccs2)nc1C	-13.4	5.0	-1.0
Cc1cc(C=C2C(=O)c3ccccc3C2=O)c(C)n1-c1ccc(Cl)cc1	17.5	-1.5	-2.0
O=C1[C@H](Cc2ccccc2)NCC=CC[C@H](c2ccc(Cl)cc2)N1Cc1ccc(Cl)cc1	18.2	45.5*	1.6
O=C(Nc1ccc2ccccc2c1)c1ccccc1[N+](=O)[O-]	36.3	-6.2	11.4
COc1ccc(C2=NN(C(C#N)c3ccc(OC)cc3)C(c3ccccc3)C2)cc1 (stereo not given)	-21.0	4.0	-0.4
COc1ccc(S(=O)(=O)NCC2CCC(C(=O)N3CCC4(CC3)OCCO4)CC2)cc1 (stereo not given)	-7.8	-7.3	-2.6

# Quoted at random: three records from the list
compound	PfG6PD inh	ATG4B inh	HKDC1 inh
COc1ccc(C2=NN(C(C#N)c3ccc(OC)cc3)C(c3ccccc3)C2)cc1 (stereo not given)	-21.0	4.0	-0.4
Cn1cnc([N+](=O)[O-])c1Sc1nnc(-c2cccnc2)n1C	-15.3	-0.7	1.2
CCN1C(=O)CCN(C2CCCC2)c2nc(Nc3ccc(C(=O)NC4CCN(C)CC4)cc3OC)ncc21	1.1	7.1	4.2

# Later entries
compound	PfG6PD inh	ATG4B inh	HKDC1 inh
COc1ccc(OC)c(S(=O)(=O)N2CCCC(C(=O)NC3CC3)C2)c1 (stereo not given)	3.6	-9.2	0.6
COc1ccccc1C(=O)NNC(=O)c1ccc(NC(=O)C(C)C)cc1	7.6	-11.4	-5.2
C[C@@H]1CN(S(=O)C(C)(C)C)[C@@H](CCO)/C1=C\c1ccccc1 (stereo not given in full)	5.0	-7.0	-4.5
CN(Cc1ccccc1)S(=O)(=O)c1ccc(Cl)c(C(=O)NCCCN2CCCC2=O)c1	6.2	-9.7	-4.5
COCCN(C(=O)c1ccc2c(c1)C(=O)N(c1ccccc1Cl)C2=O)c1c(N)n(CC(C)C)c(=O)[nH]c1=O	-15.2	-28.1	-6.8
COc1cc2c[n+](C)c3c4ccccc4ccc3c2cc1OC	-3.4	-12.4	-28.7
CN(C)S(=O)(=O)c1ccc(C(=O)OCC2CCCO2)cc1 (stereo not given)	3.7	-2.5	-5.7
O=C(NNc1ccc([N+](=O)[O-])cn1)Nc1ccc(N=Nc2ccccc2)cc1	28.1	-2.3	-0.4
Cc1cccc(N/N=C(\C#N)S(=O)(=O)C(C)(C)C)c1	-9.9	-10.9	-5.5
Cn1c(=O)c2sccc2n2c(CCCC(=O)NCc3ccc4c(c3)OCO4)nnc12	-19.2	6.7	-6.8
C=CC(=O)N1C/C(=C/c2ccc(F)cc2)C(=O)/C(=C\c2ccc(F)cc2)C1	61.9*	15.4	36.0*
Oc1c(Cl)cc(Oc2cc(Cl)c(O)c(CN3CCOCC3)c2)cc1CN1CCOCC1	31.7	-8.4	1.7
COC(=O)C1OCOC2C(C(=O)OC)OCOC12 (stereo not given)	-11.6	0.5	-8.4
Cc1cccc(C)c1NC(=O)[C@@]1(CC(=O)O)CC(/C=C/c2ccccc2)=NO1	-27.9	2.6	-0.6
CN(C)c1nc(=Nc2cccc(Cl)c2)ss1	50.8	7.3	-17.3
c1ccc(CCNCc2ccco2)nc1	10.6	1.8	-0.9
COc1ccc(C2(CNC(=O)c3cc(OC)c(OC)c(OC)c3)CCCC2)cc1OC	-6.0	6.2	-3.1

# Part of the list above, reformatted:
# The line under a structure holds: PfG6PD inh | ATG4B inh | HKDC1 inh
COC(=O)C1OCOC2C(C(=O)OC)OCOC12 (stereo not given)
 : -11.6 | 0.5 | -8.4
COc1ccccc1C(=O)NNC(=O)c1ccc(NC(=O)C(C)C)cc1
 : 7.6 | -11.4 | -5.2
O=C(NNc1ccc([N+](=O)[O-])cn1)Nc1ccc(N=Nc2ccccc2)cc1
 : 28.1 | -2.3 | -0.4
c1ccc(CCNCc2ccco2)nc1
 : 10.6 | 1.8 | -0.9
Oc1c(Cl)cc(Oc2cc(Cl)c(O)c(CN3CCOCC3)c2)cc1CN1CCOCC1
 : 31.7 | -8.4 | 1.7
C=CC(=O)N1C/C(=C/c2ccc(F)cc2)C(=O)/C(=C\c2ccc(F)cc2)C1
 : 61.9* | 15.4 | 36.0*
Cc1cccc(N/N=C(\C#N)S(=O)(=O)C(C)(C)C)c1
 : -9.9 | -10.9 | -5.5

# Only part of the results is shown; count on the stated rates, not on these rows.
